RMI FANCM FP: RMI-FANCM interaction inhibition; Fluorescence polarization, RMI core complex with F-MM2 peptide; hits give low values; 70,000 compounds, 0.58% hits; FP signal (polarization) at 33 µM; AID 1159607; in the data active = FP signal below about 40; note: inactives centre near 61; strong numbers were not always called active; unit not given here
The depositor's hits bear a star; & = joins results of further samples.

SMILES | RMI FANCM FP
Cc1cc(-c2nnc(NC(=O)c3ccno3)o2)n(C)n1 | 70
CC(=O)c1ccc(N2CCN(C(=O)Cc3csc(SCc4ccc(Cl)cc4)n3)CC2)cc1 | 59
COc1ccc(N(C)S(=O)(=O)c2ccsc2-c2nc(-c3ccc(F)cc3)no2)cc1Cl | 71
CCSc1ccc(Cc2nnc(NC(=O)c3cccs3)o2)cc1 | 65
Cc1ccc(S(=O)(=O)N2CCN(c3ccc4nnc(C5CC5)n4n3)CC2)c(C)c1 | 66
O=C(CSc1nnc2scc(-c3ccccc3)n12)Nc1cccc(C(F)(F)F)c1 | 84
Nc1nc2c(c(=O)[nH]1)NC(CNc1ccc(C(=O)N[C@H](CCC(=O)O)C(=O)O)cc1)=CN2 | 56
CN(C)c1ccc(C2Nc3cc(Cl)ccc3O2)cc1 (centres undefined) | 53
CCc1ccc(NC(=O)CSc2nc3c(sc(=S)n3-c3ccc(Cl)cc3)c(=O)[nH]2)cc1 | 60
Cc1ccc(Oc2ncccc2NC(=O)CN2CCN(c3ccc([N+](=O)[O-])cn3)CC2)c2c1CCC2 | 56
O=C(c1cn(Cc2ccccc2)nc1OCc1ccccc1)N1CCOCC1 | 56
O=C(Nc1ccc(-c2ccc(N3CCCCC3)nn2)cc1)Nc1ccc2c(c1)OCO2 | 114
O=C(O)CN(CC(=O)Nc1cccnc1)Cc1ccccc1 | 53
CCC(=O)c1ccc(-c2ccccc2F)cc1 | 64
Cc1ccc2nc(SCC(=O)NCCSCc3ccco3)[nH]c2c1 | 61
COc1ccc(-c2ccc(=O)n(Cc3nc(-c4cccc(C(F)(F)F)c4)no3)n2)cc1 | 67
COc1ccc(/C(C)=N\O)cc1CN1CCCC1 | 57
O=C(c1ccc(N2CCCCS2(=O)=O)cc1)N1CCN(c2ccc(F)cc2)CC1 | 58
O=S(=O)(c1ccc2c(c1)OCCO2)N1CCCCC1c1cccnc1 (centres undefined) | 49
NC(=O)CCSc1nnc(SCC(=O)c2ccccc2)s1 | 64
Cc1cc(C)c(-n2nnnc2SCC(=O)Nc2ccc(C(C)C)cc2)c(C)c1 | 57
Cc1nc(-c2ccccc2)sc1C(=O)N1CCN(c2ccc(-c3ccncc3)nn2)CC1 | 61
COc1ccc(C(CNC(=O)C(=O)Nc2ccc([N+](=O)[O-])cc2)N2CCN(C)CC2)cc1 (centres undefined) | 58
CCOc1c(C(C)=O)c(=O)[nH]c2scc(C)c12 | 61
CSc1nc(C)nc(N/C=C(\C#N)C(=O)c2ccccc2Cl)n1 | 67

Continued:
SMILES | RMI FANCM FP
Cc1ccc(-c2ccc(=O)n(CCCNC(=O)Nc3ccc(C(F)(F)F)cc3)n2)cc1 | 65
O=S(=O)(c1ccc(Br)cc1)N1CCNCC1 | 69
Cn1cc(S(=O)(=O)NCc2cccs2)c(=O)n(C)c1=O | 59
Cc1cc(=O)[nH]c(-n2nc(-c3cccs3)cc2N)n1 | 69
COc1c(C)cc(S(=O)(=O)NCC2CCN(C(C)C)CC2)cc1C | 70
Nc1ccc(S(=O)(=O)Nc2nccs2)cc1 | 63&56
COc1ccccc1N1CCN(C(=O)CSc2nccn3nc(-c4ccc(Cl)cc4)cc23)CC1 | 63
Ic1ccc(I)s1 | 59
CCN(CC)C(=S)SCC(=O)NCCc1ccccc1 | 55
CC(=O)c1ccc(NC(=O)CN2CCC(c3nc4ccccc4[nH]3)CC2)cc1 | 59
O=C(Nc1ccc2c(c1)CN(C(=O)c1cccs1)CC2)c1cc2ccccc2oc1=O | 67
CCOc1cc(-n2c(C)ccc2C)c(OCC)cc1N1CCOCC1 | 52
O=S(=O)(NCCOc1ccc(-c2ccc(F)cc2)nn1)c1ccccc1C(F)(F)F | 99
CC(=O)c1ccc(S(=O)(=O)N2CCN(c3ccc(-c4cccs4)nn3)CC2)cc1 | 73
Cc1ccc(-n2c(-c3ccc(Cl)c(Cl)c3)c[nH]c2=S)cc1 | 73
CCOC(=O)CSC1=C(C#N)C(c2ccccc2Cl)C(C(=O)Nc2ccc(Cl)cc2)=C(C)N1 (centres undefined) | 62
Cn1ccnc1N1CCN(CC(=O)Nc2cccc(F)c2)CC1 | 59
CCOC(CNC(=O)C(=O)Nc1cccc(F)c1)OCC | 55
CC1CCN(CC(=O)Nc2ccc(F)cc2)CC1 | 64
Cc1ccccc1OCc1nc2ccccc2n1C | 64
O=C(CCSc1ccc(C(F)(F)F)cc1)c1ccco1 | 61
COC(=O)c1ccccc1C(=O)N(CCN(C)C)c1nc2cc(C)cc(C)c2s1 | 82
COc1ccc(N(C)S(=O)(=O)c2ccsc2-c2nc(-c3cccnc3)no2)cc1Cl | 59
COc1cc(OC)cc(C(=O)Nc2nnc(SC)s2)c1 | 64
Cc1ccc(C)c(S(=O)(=O)NCC(=O)Nc2nsc(-c3ccccc3)n2)c1 | 76

More records
SMILES | RMI FANCM FP
O=C(NCCCN1CCCC1=O)C(=O)NCc1ccc(F)cc1 | 53
CC1CCc2sc(NC(=O)c3nc4ccccc4s3)c(C#N)c2C1 (centres undefined) | 60
O=C(Nn1cnc2c(cnn2-c2ccc(F)cc2)c1=O)c1cccc2ccccc12 | 64
O=C(Cn1ncn2nc(-c3ccc(F)cc3)cc2c1=O)NCc1ccc(F)cc1 | 115
CC1=NN(c2ccccc2)C(=O)C1=Cc1c(C)[nH]n(-c2ccccc2)c1=O | 53
COc1ccc2nc(-c3ccc(NC(=O)c4ccccc4)cc3)cn2n1 | 70
COc1ccc(NC(=O)c2cc(=O)c(OC)co2)c(OC)c1 | 63
COc1ccc(-c2ccc(N3CCCC(C(=O)Nc4ccc5c(c4)OCO5)C3)nn2)cc1 (centres undefined) | 69
Cc1[nH]c(=O)n(C)c(=O)c1CCc1nnc(SCC(=O)Nc2ccccc2F)o1 | 62
O=C1C=C(SCC(=O)Nc2ccc(Cl)cc2Cl)SC(c2ccccc2Cl)C1 (centres undefined) | 116
O=C(NCCCn1ncccc1=O)Nc1ccc(F)c(F)c1 | 64
CCOCC(=O)Nc1c(C)nc2scc(C)n2c1=O | 67
O=C(CCSc1ccc2ccccc2n1)NCc1ccc2c(c1)OCO2 | 76
O=[N+]([O-])c1ccc(N2CCCCC2)cc1 | 69
O=C(O)C1CCCN1S(=O)(=O)c1ccccc1 (centres undefined) | 60
S=c1[nH]nc(CSCCOc2ccc(Cl)cc2Cl)o1 | 55
O=C(CSc1ccc2ccccc2n1)Nc1ccc(F)c(Cl)c1 | 84
CC(C)NC(=O)O/N=C(\N)COc1ccc(C2SCCS2)cc1 | 60
Cc1cc(NC(=O)CCCS(=O)(=O)c2ccc(Cl)cc2)on1 | 68
CSc1ccc(NC(=O)Cc2ccccc2)nn1 | 66
CCOc1ccc(-c2cc3c(=O)n(Cc4nc(-c5cc(OC)cc(OC)c5)no4)ccn3n2)cc1 | 87
COc1ccc2c(CC(=O)N3CCN(C(=O)c4ccco4)CC3)cc(=O)oc2c1 | 62
CCn1nc(C(=O)Nc2nc(-c3cccnc3)cs2)cc1C | 65
COc1ccc(OC)c(-n2c(SCC(=O)Nc3cc(C)on3)nnc2-c2c[nH]c3ccccc23)c1 | 76
COc1ccc(C(=O)CN(C(=O)N2CCN(C)CC2)S(=O)(=O)c2ccc(C)cc2)cc1 | 53

New compounds follow.
SMILES | RMI FANCM FP
Cc1nc2ccccc2c2c1C(=O)NC2=O | 59
CCC(=O)Nc1cccc(-c2nc3ccccc3[nH]2)c1 | 61
O=C1Nc2ccccc2Oc2ccc(NS(=O)(=O)c3ccc4c(c3)CCCC4)cc21 | 55
Cc1ccc2c(CC(=O)NC(C)C)cc(=O)oc2c1 | 64
Cc1ccc(Cl)cc1NC(=O)CN1CCN(S(=O)(=O)c2ccc3ccccc3c2)CC1 | 68
O=C(NCC1CCN(S(=O)(=O)c2ccccc2)CC1)Nc1ccc(F)cc1F | 57
O=C(Cn1nc(-c2ccco2)c2sc(N3CCOCC3)nc2c1=O)NCc1ccc(F)cc1 | 68
Cc1ccccc1-c1noc(CS(=O)(=O)c2ccc(Cl)cc2)n1 | 70
CS(=O)(=O)N1CCCC(C(=O)Nc2cccc(-c3nc4ccccc4s3)c2)C1 (centres undefined) | 66
CCOC(=O)NCc1nc2ccccc2n1Cc1ccccc1F | 50
CCn1nc(C(=O)Nc2sc3c(c2C(N)=O)CCCCC3)cc1C | 87
O=C(CSc1ccc(NC(=O)c2ccccc2)nn1)NCCc1ccccc1 | 98
O=C(/C=C/c1ccccc1)NNC(=O)CSCc1cccc2ccccc12 | 58
CCO[C@@H]1O[C@H](COC(C)=O)[C@@H](OC(C)=O)[C@H](OC(C)=O)[C@H]1OC(C)=O | 54
CC(=O)Nc1ccc(S(=O)(=O)NCCCCCCNS(=O)(=O)c2ccc(NC(C)=O)cc2)cc1 | 58
COc1cc(OC)cc(C(=O)Nc2cc(C(=O)Nc3cccc(C)n3)ccc2N2CC3CC(C2)c2cccc(=O)n2C3)c1 (centres undefined) | 59
CN(C)NS(=O)(=O)C1CCS(=O)(=O)C1 (centres undefined) | 61
CC(=O)N[C@H]1[C@@H](OCc2ccccc2)O[C@@H]2COC(c3ccccc3)O[C@H]2[C@@H]1O[C@H](C)C(=O)O (some centres undefined) | 58
Cc1ccc(N2C(=O)CSC2=NC(=O)Nc2ccc(Cl)cc2)cc1 | 58
O=C(Cc1csc2nc(-c3ccc(F)cc3)cn12)NCCCN1CCOCC1 | 62
COC(=O)c1ccc(NC(=O)C2CCCN2S(=O)(=O)c2ccc(C)cc2)cc1 (centres undefined) | 59
O=C(c1ccc(S(=O)(=O)N2CCCC2)cc1)N(c1ccccc1)C1C=CS(=O)(=O)C1 (centres undefined) | 61
O=C(Cn1nc(-c2ccco2)c2sc(N3CCCCC3)nc2c1=O)Nc1cccc(Cl)c1 | 74
COc1cccc(NS(=O)(=O)c2cccc(F)c2)c1 | 56
Cn1c(SCC(=O)Nc2ccccc2C(F)(F)F)nc2c(-c3ccccc3)c[nH]c2c1=O | 109

Further entries.
SMILES | RMI FANCM FP
Cc1cccc(OCCCC(=O)N2CCCCC2)c1C | 66
FC(F)(F)c1cccnc1N1CCN(c2ncnc3nc[nH]c23)CC1 | 61
COC(=O)c1cccc(CS(C)(=O)=O)c1 | 52
O=C(Nc1ncnc2sccc12)c1sc2ccccc2c1Cl | 64
OC(CN1CCCN(Cc2ccc(F)cc2)CC1)C(F)(F)F (centres undefined) | 64
COCC(=O)N1CCCc2ccc(NS(=O)(=O)c3cccc(F)c3)cc21 | 71
O=C(Nc1ccc(F)cc1)Nc1cnn(-c2ccc([N+](=O)[O-])cc2)c1C(F)(F)F | 55
O=C(C(=O)N1CCN(c2ccccc2F)CC1)c1c[nH]c2ccccc12 | 57
O=C(NCc1ccco1)c1csc(Nc2ccccc2)n1 | 64
CCc1nnc(C2CCN(C(=O)Cc3ccc(Cl)cc3)CC2)s1 | 63
Cc1c(S(=O)(=O)c2ccc(Cl)cc2)csc1C(=O)N(C)c1nnc(C(F)(F)F)s1 | 62
O=C(NCc1ccc(Cl)cc1)C(=O)NCC(c1cccc2ccccc12)N1CCCC1 (centres undefined) | 62
Cc1nn(Cc2nnc(-c3ccccc3Cl)o2)c(C)c1Br | 58
CC(=O)c1cccc(N2C(=O)c3cccc([N+](=O)[O-])c3C2=O)c1 | 29*
COc1cccc(S(=O)(=O)N2CCN(C(c3ccccc3)c3ccccc3)CC2)c1 | 71
CS(=O)(=O)c1ccc2nc(NS(=O)(=O)c3cc(Cl)c(Cl)cc3Cl)sc2c1 | 60
CSc1nnc(SC)n1CCNC(=O)Nc1cccc(Cl)c1 | 54
CNC(=O)c1csc(NC(=O)Cc2ccc(F)cc2)n1 | 55
CN(C)CCCN(C(=O)c1ccc([N+](=O)[O-])s1)c1nc2cc3c(cc2s1)OCCO3 | 100
CCOC(=O)c1c(NC(=O)c2cc(C)nn2C)sc2c1CCN(CC)C2 | 108
COC1(C2=NCCN2)COc2ccccc2O1 (centres undefined) | 56&60
COC(=O)c1c(NC(=O)c2ccc(Br)s2)sc2c1CC(C)(C)NC2(C)C | 83
COc1ccc(Nc2ncnc3c2nnn3Cc2ccccc2Cl)c(OC)c1 | 59
CCOc1ccccc1NC(=O)c1ccc(S(=O)(=O)c2ccc(Cl)cc2)nc1 | 63
Cc1ccc(S(=O)(=O)N(C)C)cc1NS(=O)(=O)c1cccc(C(F)(F)F)c1 | 53

Given with each value named: 4 of the compounds above
CNC(=O)c1csc(NC(=O)Cc2ccc(F)cc2)n1
  RMI FANCM FP: 55
COCC(=O)N1CCCc2ccc(NS(=O)(=O)c3cccc(F)c3)cc21
  RMI FANCM FP: 71
Cc1cccc(OCCCC(=O)N2CCCCC2)c1C
  RMI FANCM FP: 66
CCOC(=O)c1c(NC(=O)c2cc(C)nn2C)sc2c1CCN(CC)C2
  RMI FANCM FP: 108

Following part:
SMILES | RMI FANCM FP
COc1ccccc1CCNC(=O)Cc1csc(Nc2ccc(F)cc2)n1 | 65
NC(=O)c1ccccc1O | 65
Cn1c(=O)c2c(nc(N/N=C\c3ccccc3)n2Cc2ccccc2)n(C)c1=O | 51
COc1ccc(-c2cc(-c3ccc(F)cc3)nc3sc(C(N)=O)c(N)c23)cc1 | 88
CC(C)N1CCC(CNC(=O)c2ccc(C#N)cc2)CC1 | 60
Cc1cc(N)n(-c2ncnc3c2cnn3-c2cccc(C)c2C)n1 | 66
CCOc1ccc(-c2ccc(=O)n(CCNC(=O)NCc3ccccc3)n2)cc1 | 69
COc1ccc(S(=O)(=O)C(CNC(=O)c2cccs2)c2cccs2)cc1 (centres undefined) | 57
C/C(=C/C(=O)O)C(=O)Nc1cccc(Cl)c1C | 69
CC1=C(CC(=O)O)c2cc(F)ccc2/C1=C\c1ccc(S(C)(=O)=O)cc1 | 50
CCOC(=O)N1CCN(C(c2ccccc2Cl)c2sc3nc(C)nn3c2O)CC1 (centres undefined) | 56
CC(C)CCOc1cccc(OCC(=O)NCC(=O)O)c1 | 55

Some of these compounds in order of their number in RMI FANCM FP, lowest first:
structure	RMI FANCM FP
CC1=C(CC(=O)O)c2cc(F)ccc2/C1=C\c1ccc(S(C)(=O)=O)cc1	50
Cn1c(=O)c2c(nc(N/N=C\c3ccccc3)n2Cc2ccccc2)n(C)c1=O	51
COc1ccc(S(=O)(=O)C(CNC(=O)c2cccs2)c2cccs2)cc1 (centres undefined)	57
NC(=O)c1ccccc1O	65
Cc1cc(N)n(-c2ncnc3c2cnn3-c2cccc(C)c2C)n1	66
CCOc1ccc(-c2ccc(=O)n(CCNC(=O)NCc3ccccc3)n2)cc1	69

This is a subset; count on the stated rates, not on these rows.
